TDP1 cell CPT: growth inhibition of DT40 Tdp1-/-;hTDP1 cells with camptothecin (screen for TDP1 inhibitors). chicken DT40 Tdp1-/-;hTDP1 cells + 20 nM CPT, ATP luminescence, 48 h. Potency, µM (series often up to 46.2 µM), without a hit: at the highest dose activity change, negative = growth inhibition, actives largely listed as inhibitors. actives 12% (n = 420,000). AID 686979; further: nearly all actives have a fitted effect of over 55% in size
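Cell growth measured by CellTiter-Glo luminescence after a minimum 48 h, 37 C compound exposure with 20 nM CPT in Tdp1-knockout DT40 cells stably expressing hTDP1, seeded 400/well; qHTS titration format.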
GCN5L2 inh: blocks human GCN5L2 histone acetyltransferase; Q92830; GCN5L2 HAT assay, ThioGlo1 CoA-SH fluorescence; Potency, µM (highest dose often 58.9 µM), for the others: at the highest dose activity change, negative = inhibition, hits mostly inhibitors; actives 0.21% (n = 390,000)
Target sequence (Q92830 whole entry, looked up): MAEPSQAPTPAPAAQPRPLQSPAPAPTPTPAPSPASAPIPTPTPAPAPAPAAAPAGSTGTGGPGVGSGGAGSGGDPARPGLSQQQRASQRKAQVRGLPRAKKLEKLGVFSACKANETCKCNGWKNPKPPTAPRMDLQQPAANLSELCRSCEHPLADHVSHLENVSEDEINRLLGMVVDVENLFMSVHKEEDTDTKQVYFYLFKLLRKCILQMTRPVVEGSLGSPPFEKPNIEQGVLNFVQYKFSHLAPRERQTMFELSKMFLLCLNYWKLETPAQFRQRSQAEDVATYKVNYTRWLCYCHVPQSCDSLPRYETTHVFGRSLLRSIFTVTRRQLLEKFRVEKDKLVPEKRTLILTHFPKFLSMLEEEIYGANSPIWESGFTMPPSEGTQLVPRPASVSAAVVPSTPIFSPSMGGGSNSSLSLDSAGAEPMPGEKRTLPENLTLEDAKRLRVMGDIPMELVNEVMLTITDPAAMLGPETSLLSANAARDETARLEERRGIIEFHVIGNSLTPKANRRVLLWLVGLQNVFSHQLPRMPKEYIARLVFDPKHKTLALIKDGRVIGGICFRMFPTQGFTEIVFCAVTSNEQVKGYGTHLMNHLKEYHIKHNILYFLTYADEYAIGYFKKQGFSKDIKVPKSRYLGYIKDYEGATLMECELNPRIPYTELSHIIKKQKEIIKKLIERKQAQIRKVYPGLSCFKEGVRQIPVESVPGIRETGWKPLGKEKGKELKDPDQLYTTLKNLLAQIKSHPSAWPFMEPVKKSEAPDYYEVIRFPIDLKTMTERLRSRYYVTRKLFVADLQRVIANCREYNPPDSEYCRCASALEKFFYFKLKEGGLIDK
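Titration-based screen in which CoA formation is detected via maleimide probe ThioGlo1 (50uM) turning fluorescent on thiol reaction; substrates H3(1-25) 75uM and acetyl-CoA 70uM, GCN5L2 20nM, 20 min incubation at room temperature.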
DT40 TDP1 no CPT: qHTS for Inhibitors of human tyrosyl-DNA phosphodiesterase 1 (TDP1): qHTS in cells in absence of CPT; Potency, µM (series often up to 46.2 µM), for the others: at the top dose activity change, negative = growth inhibition, hits mostly inhibitors; actives 15% (n = 420,000); DT40 Tdp1-/- hTDP1 cells, no CPT, ATP luminescence, 48 h; AID 686978, 2013; further: nearly all actives have a fitted effect of over 55% in size
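A cellular qHTS used chicken DT40 cells lacking endogenous Tdp1 but carrying stably transfected human TDP1. Compounds were applied without camptothecin, and cell growth kinetics were judged by ATP-dependent luminescence after ≥48 hr.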
* marks the source's active call; other numbers are inactive results; ? = inconclusive; . = no result given; & = joins results of further samples; [ ] = dose if it differs, or a comment. The call rests on the fitted dose curve; in most records, active means well fitted curve in the direction sought with a large enough effect; inconclusive means small, poorly fitted or top-dose-only effect, or another doubt; inactive means no such curve, though single readings can be large; an effect the other way counts as inactive or inconclusive. On the % scale 0 is the no-effect control and ±100 the full control effect; potency means the concentration at half of the fitted maximal effect. An unsorted share of the library, and some 18% of all compounds hit somewhere here.

Second line of a record – TDP1 cell CPT	GCN5L2 inh	DT40 TDP1 no CPT
CCCCOC(=O)c1ccc(NC(=O)CSC2=Nc3ccccc3C3CC=NN23)cc1 (stereo unspecified)
  23µM*	-10%	?
Cc1noc(C)c1COC(=O)c1cccnc1Cl
  3%	-9%	-12%
Fc1ccc(Nc2c(-c3ccco3)nc3ccccn23)cc1
  15µM*	?	5.8µM*
O=C(COc1ccccc1)NCCSc1ccccc1
  -3%	-2%	-26%
CCOC(=O)c1cccc(NC(=O)c2cnccn2)c1
  -16%	-6%	?
COc1ccc(C2NCCc3sccc32)cc1 (stereo unspecified)
  4%	4%	-2%
C=CCNC(=O)C1CC(=O)N(c2ccc(OCC(=O)Nc3c(C)cccc3C)cc2)C1 (stereo unspecified)
  -1%	-4%	4%
Cn1cc(C(=O)c2ccc(Cl)cc2Cl)cc1C(=O)N/N=C(\N)COc1ccc(Cl)cc1
  ?	-1%	?
O=C(O)c1cnccn1
  9%	2%	2%
Cc1c(O)ccoc1=O
  9%	-1%	3%
Cc1nc(SCC(=O)N(C)C2CCS(=O)(=O)C2)c2ccccc2n1 (stereo unspecified)
  -6%	1%	7%
Cc1ccc(-n2c(COCC(=O)O)nc3cccnc32)cc1
  2%	1%	3%
COc1ccccc1NOC(=O)CCOc1ccccc1
  -8%	.	-19%
CN1C=CC=C/C1=C1\SC(=S)N(N)C1=O
  7%	-7%	-24%
Cn1cccc1C(=O)N1CCC2(CCCN(Cc3ccc(C#N)cc3)C2)CC1
  ?	-8%	?
CCOC(=O)c1ccc(NC(=O)CSc2ncccn2)cc1
  -28%	-10%	?
Cc1onc(-c2ccccc2Cl)c1C(=O)Nc1ncn[nH]1
  2%	0%	-6%
O=C1NC(=S)S/C1=C\c1ccc(SCc2ccccc2)o1
  -16%	-6%	?
NS(=O)(=O)c1cc(Br)c2c(c1)S(=O)(=O)NCN2
  30%	.	-1%
CN(CC(=O)Nc1ccccc1Cl)C(=O)COC(=O)/C=C/c1ccc(C(F)(F)F)cc1
  -8%	-15%	14%
CC(=O)N1c2ccc(S(=O)(=O)N3CCC(C(=O)N4CCCCC4)CC3)cc2CC1C (stereo unspecified)
  ?	-6%	?
Brc1ccc(-c2nnc3sc(CN4CCN(c5ccccc5)CC4)cn23)cc1
  -16%	-7%	-17%
Cc1noc(Cn2c(=O)c3ccccc3n(CC(=O)Nc3cccc(Cl)c3C)c2=O)n1
  ?	-1%	?
CCCCn1nnnc1SCC(=O)Nc1sc2c(c1C#N)CCCC2
  ?	-8%	-27%
COc1ccc(C2c3cc(OC)c(OC)cc3CCN2C(=O)c2cccc([N+](=O)[O-])c2)cc1OC (stereo unspecified)
  -24%	-3%	?
O=C(c1cc(Cl)cc(Cl)c1)N1CCC(=O)N([C@H](COCc2ccccc2)Cc2ccccc2)CC1
  ?	.	?
CSCCC(Nc1ncnc2ccc(Br)cc12)C(=O)O (stereo unspecified)
  ?	-1%	-12%
C/C=C/C(=O)Nc1cccc(C(F)(F)F)c1
  -23%	-8%	-10%
COc1ccccc1NC(=O)C(C)OC(=O)C1CCN(S(=O)(=O)c2ccc(C)c(C)c2)CC1 (stereo unspecified)
  -24%	-26%	?
NCCOc1cnn(-c2ccccc2Cl)c(=O)c1Cl
  -1%	-3%	-3%
COc1ccccc1C1(CC(=O)N2CCOCC2)CCOC(C(C)C)C1 (stereo unspecified)
  -5%	-5%	-22%
Brc1cccc(Cn2c(-c3cncs3)nc3ccccc32)c1
  ?	-10%	-29%
COc1ccc(C2CC(c3ccccc3O)=NN2c2ccccc2)cc1 (stereo unspecified)
  0%	.	-5%
O=C(CCCN=C1NS(=O)(=O)c2ccccc21)OCc1cc([N+](=O)[O-])cc2c1OCOC2
  -29%	-3%	?
COc1c(N2CCN(C(=S)NCc3ccccc3)C(C)C2)c(F)cc2c(=O)c(C(=O)O)cn(C3CC3)c12 (stereo unspecified)
  ?	?	23µM*
CC(C)c1c(C(=O)N/N=C/c2ccco2)nnn1-c1nonc1N
  11%	-1%	-14%
COc1ccc(-c2ccc(=O)n(CC(=O)Nc3ccc(Br)cc3F)n2)cc1
  -8%	0%	-10%
CC/C(=N\Nc1ccnc2cc(Cl)ccc12)c1ccc(O)cc1
  ?	-10%	?
COc1ccccc1N(CC(=O)NC(C)(C)C)C(=O)Cn1nnc(-c2ccc(C)o2)n1
  -13%	-19%	?
CC1CN(c2ccc(S(=O)(=O)N3CCOCC3)cn2)CC(C)O1 (stereo unspecified)
  7%	-12%	0%
COc1ccc2cc3cc(C(=O)NCC4CCCO4)oc3nc2c1 (stereo unspecified)
  1%	?	-11%
COc1ccc(NC(=O)N2CC[C@@]3(CCCN(C(=O)c4ccc(OC)cc4)C3)C2)cc1
  -11%	6%	-7%
CCOc1cc(N2CCOCC2)c(OCC)cc1NC(=O)c1ccccc1C
  -25%	-10%	?
CCOC(=O)c1c(C)[nH]c(C(=O)COC(=O)CCC2CCCC2)c1C
  -1%	0%	?
CC(NS(=O)(=O)c1cccc(Cl)c1)C(=O)N(C)C1CCN(C)CC1 (stereo unspecified)
  -20%	-4%	1%
COc1ccc(CNC(=O)C(=O)NCC2CCCN2S(=O)(=O)c2cccs2)cc1 (stereo unspecified)
  ?	3%	?
Cc1cc(C)n(-c2nc3c(c(=O)[nH]c(=O)n3C)n2CC(O)COc2ccccc2C)n1 (stereo unspecified)
  -13%	-2%	?
CCOc1ccc(C(=O)Nc2ccc(C(=O)OCc3cc(=O)n4ccsc4n3)cc2)cc1
  0%	0%	-13%
CCOC(=O)c1cccc(C2=CC(=O)C[C@H](c3ccc(Cl)cc3)C2)c1
  ?	-15%	?
O=C1c2oc3ccc(F)cc3c(=O)c2C(c2ccc(F)cc2)N1CCCN1CCOCC1 (stereo unspecified)
  -34%	.	-26%
Cc1ccc(S(=O)(=O)N2CCC(=O)N(CCOCc3ccccc3C)CC2)cc1
  -24%	-3%	-25%
CC(C)(C)c1cc(=O)n(-c2ccccc2)[nH]1
  26µM*	-3%	?
CN1C2CCC1/C(=C/c1cccn1C)C(=O)/C2=C\c1cccn1C
  23µM*	-4%	16µM*
COc1ccc(N(CC(=O)Nc2cccc3ccccc23)S(C)(=O)=O)cc1
  -12%	-2%	28%
O=C(NCc1ccco1)[C@@H]1CSC2c3ccccc3C(=O)N21 (stereo partly specified)
  ?	-19%	-24%
COc1cccc(C(=O)N(C)C(C)c2nc3ccccc3s2)c1 (stereo unspecified)
  ?	-4%	?
O=C(CN1C(=O)C2C3C=CC(C3)C2C1=O)Nc1ccc(S(=O)(=O)Nc2nccs2)cc1 (stereo unspecified)
  4%	9%	43%[activator]
COc1cc(C(=O)OCC(=O)N2c3ccccc3NC(=O)C2(C)C)ccc1OCC(C)C
  ?	-21%	?
Cc1ccc(NC(=O)CN(C)Cc2ccc(Cl)cc2)cc1
  ?	-10%	?
Cc1cccc(N2CCN(C(=O)C3CCN(S(=O)(=O)c4cn(C)cn4)CC3)CC2)c1C
  ?	20%	?

Among those listed so far, 2 have a CF3 group.
Second line of a record – TDP1 cell CPT	GCN5L2 inh	DT40 TDP1 no CPT
CN(CC(=O)Nc1ccccc1Cl)C(=O)COC(=O)/C=C/c1ccc(C(F)(F)F)cc1
  -8%	-15%	14%
C/C=C/C(=O)Nc1cccc(C(F)(F)F)c1
  -23%	-8%	-10%

(continued)
Second line of a record – TDP1 cell CPT	GCN5L2 inh	DT40 TDP1 no CPT
COc1ccccc1C(=O)N/C(=C\c1ccccc1)C(=O)NC(Cc1ccccc1)C(=O)O (stereo unspecified)
  9%	-1%	6%
Cc1sc2ncnc(OCC(=O)c3ccc(S(=O)(=O)N4CCCC4)cc3)c2c1C
  -21%	-6%	-2%
O=C(COC(=O)CSc1ccc2ccccc2c1Br)NC1CC1
  -2%	2%	-20%
NC(=O)CCC1NC(=S)N(Cc2ccccc2)C1=O (stereo unspecified)
  5%	10%	0%
CCOc1cc(/C=N/NC(=O)c2ccc(N(C)S(=O)(=O)c3ccccc3)cc2)ccc1OC
  ?	-8%	21µM*
CC/C(=N\NC(=O)CSCc1ccc(Cl)cc1)c1ccc2c(c1)OCCO2
  -1%	-6%	-20%
COc1ccc(CN(C)C(=O)c2cc(-c3ccc(C)cc3C)nc3ccccc23)c(OC)c1OC
  ?	-11%	12µM*
OC(C#CCCN1CCCCC1)(c1ccccc1)c1ccccc1
  -12%	-2%	?
CCC(=O)N1CCc2cc(Br)cc(S(=O)(=O)N3CCC(C(=O)NC(C)(C)C)CC3)c21
  -1%&-22%	-6%&-4%	?
c1ccc(-c2cc(-c3ccncc3)nc3ccc4ccccc4c23)cc1
  ?	-5%	?
Cc1c2cn[nH]c(=O)c2c(C)n1-c1ccccc1
  -15%	-2%	15%
COC(=O)c1ccc(N2CCC(C)CC2)c(N)c1
  ?	-11%	?
COc1cc(C(=S)N2CCC(Cc3ccccc3)CC2)ccc1OCC(N)=O
  -14%	-16%	?
CCOC(=O)c1c(N)sc2c1CCN(Cc1ccccc1)C2
  ?	13%	15µM*
Cc1cccc(NC(=O)CSc2nncn2C)c1
  -11%	2%	12%
CSCC[C@H](NC(=O)C1CCC(CNC(=O)[C@@H]2CCCN2C(=O)OC(C)(C)C)CC1)C(=O)O (stereo partly specified)
  7%	-1%	12%
COc1ccc(S(=O)(=O)Nc2ccc3c(c2)CC(=O)N([C@H](C)CO)C[C@H](C)[C@H](CN(C)C(=O)Nc2ccc4c(c2)OCO4)O3)cc1
  ?	0%	?
Cc1cccc2cc(CN(Cc3cccs3)Cc3nnnn3Cc3ccccc3)c(=O)[nH]c12
  ?	4%	23µM*
Cc1ccc(Cl)cc1N1CCN(C(=O)Cn2ccc3ccccc3c2=O)CC1
  16µM*	-4%	21µM*
O=S(=O)(NC(=S)c1ccccc1)c1ccccc1
  10%	.	-24%
O=S(=O)(NCC(c1cccnc1)N1CCOCC1)c1ccccc1 (stereo unspecified)
  3%	-4%	2%
COc1ccc(CCNC(=O)CCCCn2c(=O)[nH]c3ccccc3c2=O)cc1OC
  -12%	-8%	-11%
O=C(NCCCN1CCCCC1)c1cc(Sc2ccc(Cl)cc2)nc2ccccc12
  16µM*	-10%	23µM*
COc1ccc(NC(=O)C2CCC(CNc3c(N4CCCCC4)c(=O)c3=O)CC2)c(OC)c1 (stereo unspecified)
  -24%	-13%	-15%
Nc1c2c(nc3ccccc13)CCCC2=O
  6%	-3%	-6%
CCOC(=O)CSc1nc2sc3c(c2c(=O)n1Cc1ccccc1)CCC(C(C)(C)C)C3 (stereo unspecified)
  -10%	-1%	5%
COc1ccc(CN(C)C(=O)COC(=O)c2cnc(Cl)c(Cl)c2)cc1
  3%	-7%	-5%
CCOC(=O)c1noc2ncnc(NCc3ccccc3OC)c12
  ?	4%	-16%
CCN(CC)C(=O)C1=C(C)N(Cc2ccc(OC)cc2)C(=O)C(CC(=O)NCCc2ccccn2)C1 (stereo unspecified)
  -5%	.	-24%
CCCN1CCN(CC(=O)Nc2cc(OCC)ccc2OCC)CC1
  -15%	?	?
Cn1c(Cl)c(/C=N/OC(=O)C2CC2)c2ccccc21
  -18%	-4%	5%
O=C(NC1CC(=O)N(c2ccc(F)cc2)C1)c1ccco1 (stereo unspecified)
  -16%	0%	-22%
CCOc1ccc(NC(=O)c2ccc(NCC(=O)N3CCCCCC3)cc2)cc1
  -23%	-13%	?
COc1cc(C2Nc3ccc4ccccc4c3C3=C2C(=O)CC(C)(C)C3)ccc1OCC(=O)O (stereo unspecified)
  4%	-26%	3%
COCCCN(CCC#N)C(=O)c1c(-c2c(Cl)cccc2Cl)noc1C
  9%	-3%	-3%
O=C(Nc1nc2ccccc2s1)c1ccccc1[N+](=O)[O-]
  -19%	?	6%
CC(=O)N(CCc1ccccc1C)Cc1cc2cc(C)ccc2[nH]c1=O
  -29%	-2%	1%

Five entries already listed, ordered by count of non-hydrogen atoms, smallest number first.
Second line of a record – TDP1 cell CPT	GCN5L2 inh	DT40 TDP1 no CPT
O=C(NC1CC(=O)N(c2ccc(F)cc2)C1)c1ccco1 (stereo unspecified)
  -16%	0%	-22%
CCCN1CCN(CC(=O)Nc2cc(OCC)ccc2OCC)CC1
  -15%	?	?
CC(=O)N(CCc1ccccc1C)Cc1cc2cc(C)ccc2[nH]c1=O
  -29%	-2%	1%
CCOc1ccc(NC(=O)c2ccc(NCC(=O)N3CCCCCC3)cc2)cc1
  -23%	-13%	?
COc1cc(C2Nc3ccc4ccccc4c3C3=C2C(=O)CC(C)(C)C3)ccc1OCC(=O)O (stereo unspecified)
  4%	-26%	3%
